KKLEB cytotox: reduces viability of KKLEB cystic fibrosis airway cells; KKLEB CF airway cells viability, ATPlite luminescence, overnight; hits give low values; cells stimulated with P. aeruginosa culture filtrate; activity change (cytotoxicity), % at 5 µM; actives 0.36% (n = 360,000); AID 602141;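 active = corrected activity change at or below -50% at 5 µM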
TRAIL sens C8: caspase-8 TRAIL sensitization; NB7+C8 cells + TRAIL, ATPlite viability luminescence; inhibition (viability loss, TRAIL sensitization), % at 10 µM; actives 1% (n = 360,000);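 active = compounds causing at least 50% loss of cell viability in the single-dose screen, relative to plate controls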
NR2E3 ag-1: NR2E3 (human) agonism; GST-NR2E3/biotin-RetCOR TR-FRET, 1536-well; AID 2300; inhibition of corepressor binding, % at 4.78 µM; Q9Y5X4; actives 0.12% (n = 320,000);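 active = percent inhibition above the cutoff of mean plus 3 SD of all tested compounds, set per screening campaign, cut at about 20% in these data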;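 note: 0% = DMSO wells and 100% = biotin wells as full block of FRET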
Target sequence (Q9Y5X4 whole entry, looked up): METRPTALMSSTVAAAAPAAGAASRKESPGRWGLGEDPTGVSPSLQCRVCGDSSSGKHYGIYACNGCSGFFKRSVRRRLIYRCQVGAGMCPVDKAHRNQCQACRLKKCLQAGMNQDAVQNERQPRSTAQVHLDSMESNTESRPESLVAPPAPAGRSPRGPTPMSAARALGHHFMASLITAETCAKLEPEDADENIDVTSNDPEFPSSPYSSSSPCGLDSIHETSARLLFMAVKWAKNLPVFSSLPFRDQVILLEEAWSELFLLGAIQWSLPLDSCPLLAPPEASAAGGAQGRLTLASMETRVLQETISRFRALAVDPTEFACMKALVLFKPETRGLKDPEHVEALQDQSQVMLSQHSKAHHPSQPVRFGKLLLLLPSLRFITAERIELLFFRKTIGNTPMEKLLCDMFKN
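System: GST-tagged NR2E3 plus biotinylated RetCOR corepressor; Amount: 1.35 nM GST-tagged NR2E3 final; Dosing: single nominal compound dose of 4.8 µM; Schedule: 5 h incubation at 4 °C; Technique: TR-FRET with europium anti-GST and streptavidin-D2, 340 nm excitation; Controls: biotin wells as high control, 0.6% DMSO wells as low control.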
Peg3 prom inh: Peg3 promoter activity inhibition | HeLa PEG-Prom luciferase reporter, luminescence, overnight | inhibition, % at 20 µM | actives 1.7% (n = 360,000);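 active = inhibition of at least 50% at 20 µM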
NR2E3 ag-2: activates human NR2E3 receptor | Q9Y5X4 | CHO-S Gal4-NCOR/VP16-NR2E3 two-hybrid, luciferase | inhibition of corepressor binding, % at 3.98 µM | actives 0.35% (n = 360,000) | AID 602229;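 active = inhibition above the mean of all tested compounds plus 3 SD, cut at about 70% in these data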;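 note: 0% = DMSO with NR2E3 transfected cells and 100% = cells lacking NR2E3 construct; higher means lower luciferase signal from less NR2E3 corepressor binding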
HIF-2a inh: blocks HIF-2a reporter activity; inhibition, % at 18.8 µM; 786-0 RCC cells HIF-2a reporter, luciferase luminescence, overnight; AID 624352; actives 0.72% (n = 360,000);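 active = inhibition of the luminescence signal of 40% or more relative to plate controls, in a single-dose primary screen at 18.75 µM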
Shn3 3UTR inh: reduces Shn3 3'UTR luciferase signal in osteoblasts. AID 588674. actives 0.52% (n = 360,000). inhibition, % at 12.5 µM. Clone20 osteoblast Shn3 3'UTR firefly luciferase, 24 h;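 active = mean inhibition of at least 75% with every replicate also reaching 75%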;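 note: 0% = median of neutral control wells and 100% = pilot-screen positive control compound; some compounds past the cut are filed as inactive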
CF NFkB block: inhibitors of cystic fibrosis induced NF-kB | inhibition, % at 5 µM | actives 0.86% (n = 360,000) | KKLEB NF-kB-GFP reporter, PAF-induced, GFP fluorescence overnight;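 active = at least 50% inhibition at 5 µM, scaled per plate between neutral and stimulator controls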;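 note: PAF is a Pseudomonas aeruginosa culture filtrate used as stimulus; plate controls were PAF-stimulated DMSO wells for no effect and unstimulated DMSO wells for full effect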
TRPM1 prom inh: reduces MITF-dependent TRPM1 promoter luciferase signal. SK-MEL-5 TRPM1 promoter luciferase, 24 h. inhibition, % at 12.5 µM. actives 0.83% (n = 330,000). AID 488899;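 active = mean inhibition across replicates of 60% or more, whatever share of single replicates reaches that level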; note: values of inactives mirror those of a sister screen read the other way
EBV LMP1 NFkB: Epstein-Barr LMP1 NF-kappaB reporter inhibition; LMP1-induced NF-kappaB luciferase reporter cells, luminescence; inhibition, % at 12.5 µM; actives 0.69% (n = 350,000); AID 504558; in the data active = inhibition above about 41%;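 note: 0% = neutral control wells and 100% = reference inhibitor control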
iPSC survival up: hiPSC single-cell survival enhancement | survival enhancement, % at 20 µM | ATPlite luminescence; 100% = ROCK inhibitor wells, 0% = DMSO | actives 0.044% (n = 360,000) | AID 602274; in the data active = survival enhancement above about 18%;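 note: cells exposed to compounds for 16 hours before the ATP read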
Active calls of the source: *; / = no result given.

mol	HIF-2a inh	Shn3 3UTR inh	iPSC survival up	EBV LMP1 NFkB	NR2E3 ag-1	Peg3 prom inh	CF NFkB block	KKLEB cytotox	TRAIL sens C8	NR2E3 ag-2	TRPM1 prom inh
CN(C1(C)CCS(=O)(=O)C1)S(=O)(=O)c1ccc(F)cc1 (configuration not stated)	8.2	-5.0	-0.4	2.4	1.4	2.0	10.4	-5.9	-12.0	-16.6	-12.1
CCc1ccc(NC(=O)CC2C(=O)N(c3ccc(OC)cc3)C(=O)N2CCOC)cc1 (configuration not stated)	13.8	2.4	1.3	-1.2	/	11.8	-3.5	5.3	-10.0	-21.1	-7.1
COc1cccc(N(CC(=O)NC2CCCC2)C(=O)Cn2nnc(-c3ccc(C)o3)n2)c1	7.7	0.0	0.1	1.8	-1.6	0.0	-9.0	-0.1	-0.2	-7.7	-6.8
COc1ccc(OCCCN2CCCC(C)C2)cc1 (configuration not stated)	7.1	4.6	-3.9	-5.4	2.8	-12.6	-14.5	9.5	-2.2	-23.6	-2.2
COc1cc(CN2CCN(c3cccc(C)c3C)CC2)cc(OC)c1O	14.2	5.2	2.4	5.5	1.0	1.3	-21.3	0.9	-1.8	-17.3	-1.4
COc1ccc(C2=CC3=C(Br)C(=O)C(C)(OC(=O)c4ccco4)C(=O)C3=CO2)cc1 (configuration not stated)	-55.7	-15.1	-2.2	6.9	-10.3	-92.2	18.0	-0.9	-15.3	-10.1	-8.9
CCN1CCN(CCNC(=O)c2ccc3c(c2)NC(=O)/C(=C\c2ccc(OC)c(OC)c2)S3)CC1	30.5	3.6	-0.4	5.3	-2.0	-2.6	3.8	-2.2	3.1	-1.1	-2.8
O=c1c2ccccc2oc2ccc(Oc3ccccc3)cc12	-202.5	-85.8	2.2	-57.9	3.3	-377.9	-27.7	6.6	17.5	-133.7	-106.7
Cc1csc(=O)n1CC(=O)OCC(=O)N(CC(C)C)c1c(N)n(Cc2ccccc2)c(=O)[nH]c1=O	8.0	9.1	-0.4	-1.5	0.6	-11.2	12.9	16.8	-12.3	-1.4	-6.6
CSc1nnc2c(n1)OC(c1ccccn1)N(C(C)=O)c1ccccc1-2 (configuration not stated)	8.2	3.5	4.6	1.5	-0.2	-6.9	-0.2	8.3	-1.1	10.2	9.3
C=CCN(CC=C)S(=O)(=O)c1ccc(NC(=S)NC(=O)C2CC2)cc1	16.8	24.4	0.1	-13.3	0.2	34.0	24.9	6.9	6.9	-5.5	-0.2
Cc1n[nH]c(=S)c2nn(-c3ccccc3F)c(C)c12	4.7	-14.8	5.1	-0.5	/	2.1	15.6	1.1	-9.7	6.1	-11.8

Exported with values under each structure: part of the list above
Results follow in this order: HIF-2a inh, Shn3 3UTR inh, iPSC survival up, EBV LMP1 NFkB, NR2E3 ag-1, Peg3 prom inh, CF NFkB block, KKLEB cytotox, TRAIL sens C8, NR2E3 ag-2, TRPM1 prom inh
COc1ccc(OCCCN2CCCC(C)C2)cc1 (configuration not stated)
    7.1, 4.6, -3.9, -5.4, 2.8, -12.6, -14.5, 9.5, -2.2, -23.6, -2.2
COc1cc(CN2CCN(c3cccc(C)c3C)CC2)cc(OC)c1O
    14.2, 5.2, 2.4, 5.5, 1.0, 1.3, -21.3, 0.9, -1.8, -17.3, -1.4
COc1ccc(C2=CC3=C(Br)C(=O)C(C)(OC(=O)c4ccco4)C(=O)C3=CO2)cc1 (configuration not stated)
    -55.7, -15.1, -2.2, 6.9, -10.3, -92.2, 18.0, -0.9, -15.3, -10.1, -8.9

Next records.
mol	HIF-2a inh	Shn3 3UTR inh	iPSC survival up	EBV LMP1 NFkB	NR2E3 ag-1	Peg3 prom inh	CF NFkB block	KKLEB cytotox	TRAIL sens C8	NR2E3 ag-2	TRPM1 prom inh
COc1ccccc1N1CCN(CC(=O)Nc2ccc(-n3cnnn3)cc2)CC1	15.3	15.9	-0.6	1.3	3.1	5.4	7.5	-9.6	6.9	0.4	1.3
Cc1ccc(SCC(=O)Nc2nnc(-c3ccco3)o2)cc1	2.4	-6.4	0.0	8.2	0.5	-9.5	37.1	-4.7	20.3	1.0	0.6
CCCNC(=O)c1onc(CSc2ccc(Cl)cc2)c1C(=O)NCC1CC1	18.8	13.7	2.9	3.7	0.9	13.7	9.2	-30.5	-14.0	7.4	49.7
CCN1CCN(Cc2ccc(NC(=O)c3ccc(C)c(NC(=O)c4ccc5n[nH]nc5c4)c3)cc2C(F)(F)F)CC1	15.0	-12.4	2.1	35.7	3.9	-9.6	55.2*	-10.8	-9.6	15.8	29.0
CC(=O)Nc1ccc(N2C(=O)c3cccc4c(O)ccc(c34)C2=O)cc1	4.7	12.6	-0.1	17.1	-5.3	-3.1	-24.7	8.3	-19.0	-32.9	-16.2
CCOc1ccc(S(=O)(=O)n2cc(F)c(=O)[nH]c2=O)cc1	12.3	10.2	-1.4	-11.0	0.3	-5.3	-17.0	3.0	-16.4	-13.4	-2.3
COc1ccccc1CNC(=O)CN1C(=O)c2ccc([N+](=O)[O-])cc2C1=O	6.0	-3.9	1.6	4.4	1.5	15.9	14.0	7.9	2.5	-20.7	1.1
CCOc1c2ccc(C(=O)NC3CCCc4ccccc43)cc2nn1CC (configuration not stated)	-11.0	11.2	3.4	-2.5	0.9	-5.4	1.1	-4.2	-17.8	-16.2	2.7
CCOc1cc(C(=O)NC(C)c2ccncc2)cc(OCC)c1OCC (configuration not stated)	-8.2	-54.3	0.1	-9.4	2.8	18.7	-4.6	1.8	-1.8	-23.6	13.9
COC(=O)c1sccc1NC(=O)c1ccc(OC)cc1	-99.6	-26.4	-3.8	23.7	2.3	-104.4	-4.5	-7.6	-11.7	-99.7	5.0
CCOc1cc(C(=O)OCc2cccc(OC)c2OC)ccc1OCC(=O)N1CCOCC1	-1.4	-17.1	-0.1	4.9	-1.6	-4.5	7.2	1.6	5.3	14.9	-9.0
O=[N+]([O-])c1ccc(N2CCc3ccccc3C2)cc1	-161.8	-17.4	2.3	-4.6	2.9	-70.1	-4.3	0.5	11.5	-61.3	-13.4

Continuation:
mol	HIF-2a inh	Shn3 3UTR inh	iPSC survival up	EBV LMP1 NFkB	NR2E3 ag-1	Peg3 prom inh	CF NFkB block	KKLEB cytotox	TRAIL sens C8	NR2E3 ag-2	TRPM1 prom inh
COc1cc(/C=N\NC(=O)c2ccccc2F)ccc1Oc1ccc([N+](=O)[O-])cn1	4.2	-10.0	7.1	-7.0	1.7	13.5	17.9	-5.6	27.8	-22.2	-26.5
CCn1c(CCNS(=O)(=O)c2ccccc2Br)nnc1SC	5.0	-11.1	0.2	-6.3	3.0	8.1	9.0	3.7	-9.2	-55.7	/
CCOCCCNC(=O)Cn1cc2c(n1)CCCCC2	2.0	-26.0	1.0	3.7	2.5	3.4	-11.2	9.2	-17.6	11.3	/
Cc1cc(NC(=O)C(C)SCC(=O)OCc2ccc([N+](=O)[O-])cc2)no1 (configuration not stated)	13.3	11.4	-0.4	-2.4	0.1	-5.2	11.0	-8.4	0.9	-14.0	2.0
Cc1ccc(S(=O)(=O)N(C)C)cc1NC(=O)COc1cccc(-n2cnnn2)c1	7.7	4.2	0.1	1.3	-0.5	-3.4	18.1	9.1	-5.7	-5.1	4.3
O=C(NNC(=S)Nc1cccc(C(F)(F)F)c1)c1ccc(Cl)cc1Cl	-32.2	-3.3	0.2	6.2	4.8	0.4	43.7	-33.7	2.7	16.4	-3.1
CCn1c(SCC(N)=O)nc2ccccc2c1=O	-8.9	-11.1	0.4	17.9	-1.1	-3.0	-18.1	11.0	-4.6	5.5	-26.1
Cn1nc(C(C)(C)C)cc1C(=O)N1CCCCC1c1cc(C(=O)Nc2cccc3c2CCCC3)no1 (configuration not stated)	10.5	80.9*	12.8	/	/	21.7	-7.3	13.5	-0.8	-19.0	/
Nc1nc(NCC2CCCO2)nc(Nc2cccc(Cl)c2)c1[N+](=O)[O-] (configuration not stated)	16.1	9.0	-0.5	2.6	3.7	11.3	-15.5	6.5	-21.5	-0.4	-3.5
CCNS(=O)(=O)c1ccc(NC(=O)c2c(-c3ccccc3)noc2C)cc1	15.8	-15.2	2.4	-6.3	-1.3	6.7	18.3	2.2	-8.6	-8.1	-6.2
CCN1CCN(CC(=O)Nc2cccc(C)c2)C(=O)C1=O	-0.9	-5.1	-0.1	0.3	-0.2	4.0	3.3	-2.6	-15.2	-10.3	-8.6
Nn1c(=O)c2ccccc2n2c(SCc3ccc(C(F)(F)F)cc3)nnc12	16.8	19.7	-1.4	12.2	-1.7	6.8	6.0	-4.6	30.8	-3.3	-7.9

Following part.
mol	HIF-2a inh	Shn3 3UTR inh	iPSC survival up	EBV LMP1 NFkB	NR2E3 ag-1	Peg3 prom inh	CF NFkB block	KKLEB cytotox	TRAIL sens C8	NR2E3 ag-2	TRPM1 prom inh
COc1ccc(OC)c(S(=O)(=O)Nc2ccc(C)c(C)c2)c1	-3.2	-9.7	-0.3	-8.2	2.7	6.8	13.8	-7.7	-4.1	-1.3	-2.2
CC(=O)Nc1ccc(N2C(=O)c3ccc(S(=O)(=O)c4ccc(C(=O)O)cc4)cc3C2=O)cc1	7.9	-22.1	2.1	-2.6	0.2	16.9	3.8	1.0	-18.1	6.8	-1.7
COc1ccc(-c2nc(CN3CCC(C(=O)N4CCOCC4)CC3)c(C)o2)c(OC)c1	-1.0	-8.3	0.1	1.2	0.6	-1.1	6.7	-2.7	0.7	-12.7	-2.4
CC1=NOC(=O)/C1=C\c1ccc(-c2cccc(Cl)c2)o1	83.2*	81.5	-2.6	-5.5	-1.0	105.3*	93.0*	-33.3	11.6	-13.0	76.1*
CCCNC(=O)c1ccc(N2CCC3(CC2)CC(c2cccc(Br)c2)=NO3)c(NC(=O)c2cccc(OC)c2)c1	5.9	31.4	-2.1	-6.1	-0.1	3.0	10.3	-12.0	4.0	22.6	16.2
CC1CCCCC1NC(=S)NC(=O)c1ccccc1Cl (configuration not stated)	-20.0	-5.1	-0.4	3.4	/	-24.0	4.7	0.1	0.2	-13.7	0.6
CC1CCN(c2ccccc2NC(=O)c2ccc(N3CCOCC3)c([N+](=O)[O-])c2)CC1	8.0	22.9	1.9	-0.8	0.6	3.1	42.9	-54.1*	4.4	-15.0	4.4
CCN(CC)c1ccc(/C=N/N2CCN(Cc3ccccc3)CC2)cc1	-18.2	22.9	-0.3	-4.8	0.0	-2.0	8.4	-2.0	2.0	5.8	-8.4
O=C(COc1ccccc1)N1CCN(C(=O)c2cccs2)CC1	4.8	-14.9	-1.2	-4.3	1.5	-9.4	1.9	1.4	-0.5	-3.6	-2.7
COc1ccccc1NS(=O)(=O)c1cccc(C(=O)NCC(c2ccco2)N2CCCCC2)c1 (configuration not stated)	10.6	14.5	-0.4	-2.5	0.7	21.6	9.8	-25.0	-2.6	17.8	0.8
CCn1c(COC(=O)CNC(=O)c2ccccc2F)nc2cc(S(=O)(=O)N(C)C)ccc21	3.1	3.8	0.5	9.0	5.6	2.6	-7.7	-2.6	2.3	-6.5	-4.5
CCOc1ccccc1C(=O)Nc1cccc(-c2ccc(N3CCOCC3)nn2)c1	-235.8	-50.1	-0.1	-39.8	-2.7	-189.0	-4.2	4.3	48.4	-96.6	-105.5
O=C(NCc1ccco1)c1cccc2c1C(=O)c1ccc(N3CCCC3)cc1S2(=O)=O	-13.0	-10.7	0.8	-1.1	/	-15.9	-17.0	17.4	9.9	8.4	-5.5

An excerpt; the hit share may differ from the screen's.
